Compound activity from PubChem BioAssay.
PG9 Ab binder – binds the HIV-1 gp120 antibody PG9. AID 624416. actives 0.43% (n = 360,000). inhibition, % at 6.7 µM. TR-FRET gp120-PG9 antibody binding; in the data active = inhibition above about 8.5%
ssDAF12 agonist – S. stercoralis DAF-12 activation, primary screen; AID 652126; activation, % at 6.8 µM; HEK293 ssDAF-12/GRIP1 lit1-tk-luc reporter, luminescence; % of 3 µM dafachronic acid response; actives 1% (n = 370,000);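 active = activation above the mean over all tested compounds plus 3 SD, cut at about 0.9% in these data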;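 note: 0% = DMSO-only wells and 100% = 3 µM delta7-dafachronic acid wells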
hcDAF12 agonist – H. contortus DAF-12 activation, primary screen. actives 1.4% (n = 370,000). activation, % at 6.8 µM. HEK293 hcDAF-12 lit1-tk-luc reporter, luminescence; 0% DMSO, 100% Δ7-dafachronic acid;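 active = activation above the mean of all tested compounds plus 3 SD, cut at about 5.5% in these data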;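 note: 100% = response to 3 µM Δ7-dafachronic acid high control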
ADAM10 inh – ADAM10 inhibition, QFRET primary screen; O14672; recombinant ADAM10, EDANS/DABCYL FRET peptide cleavage, 3 h; inhibition, % at 7 µM; actives 0.62% (n = 370,000);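 active = inhibition above a per-campaign cutoff equal to the mean of compounds falling between control-based bounds plus 3 SD, cut at about 20% in these data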;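 note: 0% = DMSO wells while the 100% control is not disclosed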
ADAM17 inh – ADAM17 inhibition, QFRET primary screen. inhibition, % at 6.95 µM. actives 0.83% (n = 370,000). recombinant ADAM17, EDANS/DABCYL FRET peptide cleavage;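 active = inhibition above the mean of compounds lying between control limits plus 3 SD, set per campaign, cut at about 8.5% in these data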;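 note: 0% = DMSO-only wells as the low control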
Target sequence (P78536 215-824 limits assumed): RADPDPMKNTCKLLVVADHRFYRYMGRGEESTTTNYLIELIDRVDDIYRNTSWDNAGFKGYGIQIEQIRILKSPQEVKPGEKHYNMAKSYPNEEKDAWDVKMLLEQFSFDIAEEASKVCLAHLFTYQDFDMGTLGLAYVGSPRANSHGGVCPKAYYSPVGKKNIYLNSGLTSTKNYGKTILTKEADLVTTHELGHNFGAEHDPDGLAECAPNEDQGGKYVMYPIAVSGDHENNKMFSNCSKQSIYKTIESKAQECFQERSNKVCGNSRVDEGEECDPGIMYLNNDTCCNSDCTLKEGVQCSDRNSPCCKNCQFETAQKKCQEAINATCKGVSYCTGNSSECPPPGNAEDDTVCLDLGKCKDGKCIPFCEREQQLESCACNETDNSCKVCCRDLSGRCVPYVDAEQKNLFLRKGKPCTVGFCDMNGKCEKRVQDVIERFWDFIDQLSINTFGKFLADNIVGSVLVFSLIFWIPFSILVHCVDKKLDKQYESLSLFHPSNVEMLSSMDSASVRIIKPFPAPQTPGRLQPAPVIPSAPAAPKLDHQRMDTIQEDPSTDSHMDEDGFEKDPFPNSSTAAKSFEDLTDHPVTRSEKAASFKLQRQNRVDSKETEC
hgDAF-12 ag – agonists of H. glycines DAF-12 nuclear receptor; activation, % at 6.8 µM; actives 1.8% (n = 370,000); HEK293 GAL4-hgDAF12 UAS-luciferase reporter, agonist luminescence; normalized to butyrate control;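 active = activation above a cutoff set at the mean of all screened compounds plus 3 SD, cut at about 10% in these data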;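 note: 0% = DMSO wells and 100% = sodium butyrate wells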
DAX1 inh-1 – blocks DAX1 repression of SF-1 activated StAR promoter. HEK293T StAR-luciferase reporter, SF-1/DAX-1 repression relief. inhibition, % at 6.8 µM. actives 1.1% (n = 370,000). AID 652010;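 active = inhibition above the mean over all tested compounds plus 3 SD, cut at about 3.6% in these data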;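 note: 0% = DAX-1 cells with DMSO and 100% = cells lacking DAX-1 with DMSO; higher inhibition means more luminescence from relief of DAX-1 repression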
GAA850 FXN act – activators of GAA850 frataxin (FXN) promoter. HEK293 lucGAA850 FXN promoter luciferase reporter, 24 h; percent of 10 µM SAHA response. activation, % at 6 µM. actives 0.56% (n = 360,000);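 active = activation above the average of all compounds screened plus 3 SD, cutoff fixed separately per campaign, cut at about 7.5% in these data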;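 note: 0% = DMSO wells and 100% = 10 µM SAHA wells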
GC-A act – GC-A (human) enzyme activation. activation, % at 10 µM. P16066. HEK293 GC-A cells, cGMP TR-FRET, EC30 ANP; 0% at EC30 ANP, 100% saturating ANP. actives 0.14% (n = 370,000). AID 1671463; in the data active = activation above about 40%
DAX1 inh-2 – NR0B1 (DAX1) inhibition; inhibition, % at 6.75 µM; P51843; HEK293 Gal4-DAX1 luciferase reporter, luminescence; AID 504766; actives 0.99% (n = 340,000);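 active = inhibition above the mean over all tested compounds plus 3 SD, cut at about 4.2% in these data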;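 note: 0% = DAX1-transfected cells with DMSO and 100% = empty-vector control cells with DMSO; inhibition shows as a rise in luminescence from relieved DAX1 repression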
Target sequence (P51843 207-470 limits assumed): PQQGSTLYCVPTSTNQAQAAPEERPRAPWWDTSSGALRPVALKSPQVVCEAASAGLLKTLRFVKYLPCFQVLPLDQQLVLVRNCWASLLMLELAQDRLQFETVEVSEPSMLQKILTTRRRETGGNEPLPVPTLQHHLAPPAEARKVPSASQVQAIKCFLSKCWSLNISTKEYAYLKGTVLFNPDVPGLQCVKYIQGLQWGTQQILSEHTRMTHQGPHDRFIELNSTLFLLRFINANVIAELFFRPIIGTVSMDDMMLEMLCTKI
SMARCA2 activ – SMARCA2 function activation, primary screen; MG213 cells, MMTV-luciferase reporter, dexamethasone, overnight; activation, % at 9.1 µM; actives 1% (n = 370,000); AID 652017; in the data active = activation above about 7.8%;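 note: 0% = vehicle wells and 100% = reference activator wells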
Active calls of the source: *; . = no result given. Compounds as they come (roughly 6.8% active in at least one column).

SMILES	PG9 Ab binder	ssDAF12 agonist	hcDAF12 agonist	ADAM10 inh	ADAM17 inh	hgDAF-12 ag	DAX1 inh-1	GAA850 FXN act	GC-A act	DAX1 inh-2	SMARCA2 activ
O=C(OC1CCN(c2ccc([N+](=O)[O-])cc2)CC1)c1ccccc1	1.5	-1.6	0.4	7	-4	3.1	-0.4	1.4	6	0.6	-3
Cn1c(=O)c2c(-c3ccccc3)n(N3CCOCC3)cc2n(C)c1=O	1.6	-1.0	-0.1	-7	-5	-2.1	0.0	2.4	9	-0.4	1
C=CCN1C(=O)CN=C1Nc1ccccc1	0.5	-1.1	-0.5	-10	-7	1.0	-0.3	3.5	4	-1.9	0
COC(=O)c1[nH]c2ccccc2c1NC(=O)/C=C/c1ccc2c(c1)OCO2	-1.1	-1.6	3.5	-5	0	1.1	-0.2	0.8	6	-0.8	4
CCn1cc(C(=O)NCc2ccncc2)c(=O)c2cc(F)c(N3CCN(C(=O)c4ccco4)CC3)cc21	0.0	-1.8	-3.2	-288	-125	-2.6	-0.2	-0.5	-3	.	-3
O=C(NNC(=O)c1cccs1)c1ccc(Cl)c(Cl)c1	-0.8	-1.4	-1.7	2	-7	-0.5	0.4	-0.2	1	-0.1	1
Cc1ccc(NC(=O)CN2CCN(C)CC2)cc1Br	1.7	-1.0	-1.3	-9	-11	0.5	-0.8	1.5	5	-1.9	-2
O=C(/C=C/c1ccc(Cl)cc1)N(Cc1ccccc1)c1ccccn1	-3.5	-1.0	-1.4	7	5	-0.2	-0.5	0.5	-7	-0.3	1
CCC1(C)Cc2c(sc3nc(NC)n(C)c(=O)c23)CO1 (stereo not given)	-1.1	-0.9	2.4	-207	-78	4.3	-0.9	-1.0	1	0.5	1
Cc1ccc(C)c(N(CC(=O)Nc2cc(Cl)ccc2Oc2ccccc2)S(C)(=O)=O)c1	1.7	-1.3	-2.6	29*	10*	-2.6	0.6	-2.0	-26	-0.6	-1
CCN(C(=O)COc1nc(C)cc(C)c1C#N)c1ccccc1	-1.1	-1.3	-0.8	-6	-4	-0.4	0.2	2.5	0	-0.9	-2
COc1ccccc1NC(=O)CSc1nnc(CC(=O)Nc2cccc(C(F)(F)F)c2)n1C	1.1	-0.5	-0.4	0	-8	0.7	0.3	-1.7	-5	0.0	1
Cc1ccc(NS(=O)(=O)c2ccc(C(=O)N3CCOCC3)cc2)cc1	0.0	-1.4	-1.4	-1	-2	-0.8	-1.1	-2.6	2	-1.6	1
COc1cccc(NS(=O)(=O)Cc2ccccc2)c1	-0.2	-1.0	0.5	-3	-9	1.2	0.4	-1.8	0	-0.6	-2
Cc1cccnc1NC(=O)c1ccc2c(c1)OCCO2	-0.9	0.0	1.9	-12	-7	4.9	2.9	3.0	1	1.1	1
O=C(N[C@H]1C/C=C\C(c2ccc(F)cc2)N(Cc2ccccc2)C(=O)C1)OCC1c2ccccc2-c2ccccc21 (stereo not given in full)	-0.5	-1.5	-2.7	-7	-3	-2.2	1.5	-5.2	-1	-0.8	-6
CC(=O)c1cccc(NC(=O)C2CC(=O)N(CCc3ccccc3)C2)c1 (stereo not given)	-0.1	-1.5	-0.5	-10	-3	-2.6	-0.8	-0.2	0	0.8	-2
C/C(=N\NC(=O)COc1cccc2ccccc12)c1cccs1	-1.5	-1.4	-1.7	-6	-1	-1.1	0.7	0.2	1	-0.2	0
O=C(Nc1ccc(N2CCOCC2)cc1N1CCOCC1)c1ccc(F)cc1	-0.7	-0.8	-1.4	-14	4	0.6	-1.1	2.6	0	-1.0	-2
CC(NCCS(=O)(=O)c1ccc(Cl)cc1)c1cccc(Cl)c1 (stereo not given)	-2.8	-0.7	1.3	2	2	-1.6	-0.4	2.1	-14	-0.7	1
CC1CN(C(=O)c2cc(S(=O)(=O)N3CCCC3)ccc2Cl)CC(C)O1 (stereo not given)	-1.8	-1.4	-0.8	-6	2	1.0	0.5	0.9	2	0.1	-2
C[C@H](NC(=O)c1[nH]cnc1C(=O)Nc1ccc(CNC(=O)OC(C)(C)C)cc1)C(=O)OCc1ccccc1	-0.4	-0.8	-0.7	3	1	0.6	1.6	0.9	-2	2.0	1
COc1ccc2c(c1OC)C(=O)OC2Nc1ncc(Br)cc1Br (stereo not given)	-0.7	-1.5	-0.6	0	-3	-2.2	-0.1	1.9	2	1.4	-1
O=C1CCCc2ccccc2N1Cc1ccccc1Cl	-0.4	-1.2	-0.2	1	-2	-3.1	-0.6	-1.1	-14	0.6	0
N#Cc1ccc2c(c1)nnn2-c1ccccc1	1.7	-2.1	-1.3	-6	-6	-1.6	-0.4	2.5	-2	.	-2
CCc1noc(C)c1C(=O)Nc1ccc(F)c(F)c1	0.0	-1.1	0.0	-6	1	1.4	0.4	0.1	0	1.4	-2
O=C1c2ccccc2C(=O)N1CCc1nc(-c2ccncc2)no1	-0.1	-1.6	-2.4	-12	-5	-2.7	-0.7	-2.1	0	1.2	-4
Cc1cc(C)cc(NC(=O)N(C)Cc2ccccc2)c1	0.7	-1.2	-1.9	-5	-2	1.3	-0.4	0.9	-12	.	-4
CC(=O)N1CCN(c2ccc(NC(=O)c3ccc4c(c3)OCCO4)cc2)CC1	-5.2	-0.7	-2.3	1	-3	-1.6	0.1	-1.7	-4	-0.1	-1
COCC1CCN(C(=O)c2oc3c(F)cccc3c2C)C1 (stereo not given)	-0.6	-1.4	-1.7	-2	0	1.7	0.1	2.6	4	-1.2	-2
COCCCNC(=O)C[C@H]1C[C@@]2(C(=O)OC)C(=C[C@H](C3CCCC3)O[C@@H]2C)N(Cc2cccc3ccccc23)C1=O	.	-0.8	-4.0	10	1	-1.3	-1.4	.	-4	.	-2
O=C(O)c1ccc(NCc2nc3ccccc3n2Cc2ccccc2F)cc1	1.2	-1.2	-0.6	-14	-3	-0.8	0.6	0.0	8	-0.8	-2
COc1cc(CNc2nc3ccccc3s2)cc(OC)c1OC	-0.1	-1.1	0.0	12	3	-2.6	-0.5	0.8	3	1.2	-3
COC(=O)c1ccc(C(=O)NC2CCCc3c2cnn3-c2cc(F)cc(F)c2)nc1 (stereo not given)	0.0	-0.9	-1.8	2	-5	3.3	1.6	-4.4	-1	1.1	-2
CN1CCN(CC(=O)N/N=C\c2c[nH]c3ccccc23)CC1	-1.1	0.9	5.5	3	2	1.9	-0.6	.	3	.	-1
COC(=O)c1ccc(NC(C)C(=O)OC)c([N+](=O)[O-])c1 (stereo not given)	-1.2	-1.7	-1.3	-4	2	1.8	0.3	1.3	2	1.4	1
CC1=C(C(=O)N2CCOCC2)C(c2ccc(OC(F)F)cc2)NC(=S)N1c1ccccc1 (stereo not given)	0.5	-1.6	-0.5	-2	0	5.6	-0.7	1.8	-2	1.3	-3
NS(=O)(=O)c1ccc(NC(=O)CN2C(=O)c3ccccc3C2=O)cc1	0.8	-0.6	1.0	6	-1	3.0	-0.4	-1.1	0	-0.8	-1
CN1CCN(C(=O)C2CCN(c3ncc(C(F)(F)F)cc3Cl)CC2)CC1	-0.9	-1.5	-0.8	-4	-2	-3.6	-0.5	2.0	3	-1.3	1
CC1CCN(C(=O)Nc2cccc(NC(=O)N3CCC(C)CC3)c2)CC1	-2.4	-0.8	1.2	12	2	-2.0	-1.2	-0.6	-1	-0.1	-1
COc1cc(C(O)c2nc(-c3cncnc3)cs2)ccc1F (stereo not given)	-0.3	-1.2	-2.5	5	-2	-1.5	0.5	-0.1	8	.	-2
O=c1c(C(c2ccc(Cl)cc2)c2c(O)nc3n(c2=O)CCCS3)c(O)nc2n1CCCS2	-0.5	-1.8	0.3	-3	-3	3.1	-0.4	-0.1	4	1.7	-3
COc1ccccc1N=C1SC(C(=O)Nc2ccc(F)cc2)CC(=O)N1C (stereo not given)	-0.3	-1.5	0.2	5	2	-1.5	-0.5	0.2	-2	-0.6	4
CCOCCSc1nc2c(c(-c3cccs3)c1C#N)CC/C2=C/c1cccs1	-1.5	-1.2	-1.4	-10	-2	0.7	0.0	2.2	1	0.0	-1
C1CCN(Cc2nnnn2C2CCCC2)CC1	-0.2	-1.3	-2.0	1	-1	0.2	-0.2	-1.9	-2	0.1	-1
CCOC(=O)C1=C(C)NC(=S)NC1c1ccc(OC(=O)c2ccco2)cc1 (stereo not given)	-1.8	-1.4	2.8	0	-1	-1.7	0.4	4.2	4	0.8	-3
CC(C)Cn1c(SCC(=O)N2CCCCC2)nc2ccccc2c1=O	-0.1	0.1	-1.9	0	2	0.4	-0.3	-1.9	3	-1.2	5
CN(C(=O)COC(=O)/C=C/c1cccs1)C1CCCCC1	-0.5	-0.9	-0.5	-9	-4	3.3	-0.6	2.8	-5	1.5	3
O=[N+]([O-])c1ccccc1Oc1ncccc1[N+](=O)[O-]	-0.7	0.3	-0.3	5	1	1.8	-0.9	1.5	-3	-0.5	-2
Cc1ccc2c(c1)c1c(n2CC(O)Cn2nc(C)c(Br)c2C)CCCC1 (stereo not given)	-3.0	-1.9	-1.0	3	7	-2.4	-0.4	-0.4	-12	1.5	-1
CC(C)COc1ccc(C(=O)OCCN2CCOCC2)cc1	-0.6	-1.5	2.0	-1	-1	2.9	-1.3	-1.7	1	1.2	0
CC(=O)c1c(C)[nH]c(C(=O)OCC(=O)c2c[nH]c3ccccc23)c1C	0.1	-0.2	4.6	-14	-3	3.2	-0.5	3.9	-2	0.5	0
Cn1c(CNc2ccccc2O)nc2ccccc21	-5.7	3.0*	8.4*	-27	-8	4.4	0.4	2.7	-5	0.1	5
Cc1nn(-c2ccccc2)c(C)c1NC(=O)COC(=O)c1cc(Br)ccc1O	-0.7	-1.1	-1.1	-9	-4	-0.7	-1.2	-0.7	-1	0.8	3
OCCN1CCN(c2ncnc3c2ncn3[C@H]2CN(Cc3ccc(-c4ccccc4)cc3)C[C@@H](CO)O2)CC1	1.1	-1.6	-1.6	1	-1	1.7	-2.3	-3.2	-2	.	-4
O=C(N/N=C\c1ccc(-c2ccccc2[N+](=O)[O-])o1)C1COc2ccccc2O1 (stereo not given)	-0.8	-0.1	3.9	4	2	-5.7	-1.2	1.2	1	-0.9	-4
Cn1c(=O)c2cc(NC(=O)c3ccccc3Cl)c(=O)oc2n(C)c1=O	-1.0	-0.2	1.2	-2	-5	1.9	0.2	-2.3	-1	0.3	1
CN(C)CCCN(C(=O)c1ccc2ccccc2c1)c1nc2cc3c(cc2s1)OCO3	-0.9	-0.9	-2.2	6	-4	0.0	3.4	0.8	-13	0.3	-3
NC(=O)c1ccsc1NC(=O)CSc1n[nH]c(N)n1	0.8	-1.3	2.1	-5	-1	0.6	1.7	0.9	4	.	-4

Pulled one by one from the entries so far (two):
SMILES	PG9 Ab binder	ssDAF12 agonist	hcDAF12 agonist	ADAM10 inh	ADAM17 inh	hgDAF-12 ag	DAX1 inh-1	GAA850 FXN act	GC-A act	DAX1 inh-2	SMARCA2 activ
CN(C)CCCN(C(=O)c1ccc2ccccc2c1)c1nc2cc3c(cc2s1)OCO3	-0.9	-0.9	-2.2	6	-4	0.0	3.4	0.8	-13	0.3	-3
O=C(N/N=C\c1ccc(-c2ccccc2[N+](=O)[O-])o1)C1COc2ccccc2O1 (stereo not given)	-0.8	-0.1	3.9	4	2	-5.7	-1.2	1.2	1	-0.9	-4
